High-throughput results (PubChem BioAssay)
PTHR1 ag: activates the human parathyroid hormone receptor PTHR1; HEK293 GP2 PTHR1 cells, GloSensor cAMP luminescence, 1 h; AID 743266; Potency, µM (highest dose often 115 µM), for the others: top-dose activation, most hits filed as activators; Q03431; 410,000 compounds, 0.075% hits; further: potency means the concentration at half of the fitted maximal effect; nearly all actives have a fitted effect of over 55% in size; some results filed as inactive show a strong effect at the top dose; inactives centre near -15; many of its hits are not listed in these tables
Target sequence (Q03431 whole entry, looked up): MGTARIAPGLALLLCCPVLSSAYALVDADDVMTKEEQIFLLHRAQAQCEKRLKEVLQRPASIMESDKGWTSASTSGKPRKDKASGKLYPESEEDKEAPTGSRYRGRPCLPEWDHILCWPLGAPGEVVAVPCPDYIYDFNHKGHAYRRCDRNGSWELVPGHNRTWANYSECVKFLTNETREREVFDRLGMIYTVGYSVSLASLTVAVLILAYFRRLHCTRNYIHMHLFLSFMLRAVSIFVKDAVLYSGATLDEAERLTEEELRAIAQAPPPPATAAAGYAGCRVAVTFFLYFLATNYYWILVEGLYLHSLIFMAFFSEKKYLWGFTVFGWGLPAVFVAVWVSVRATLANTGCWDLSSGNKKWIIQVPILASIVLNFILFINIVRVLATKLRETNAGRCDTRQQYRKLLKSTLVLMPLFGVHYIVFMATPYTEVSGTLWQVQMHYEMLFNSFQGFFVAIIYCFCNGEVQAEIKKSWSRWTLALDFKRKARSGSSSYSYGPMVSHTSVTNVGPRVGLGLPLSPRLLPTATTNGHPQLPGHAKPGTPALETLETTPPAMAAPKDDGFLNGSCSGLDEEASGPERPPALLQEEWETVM
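HEK-293-derived GP2 cells expressing PTHR1 and a GloSensor cAMP reporter, 3,000/well, plated overnight, given luciferin plus IBMX (each 0.5 mM as added) for 1 h at 37 °C, then compound for 1 h at 37 °C. Luminescence was read after 15 min at room temperature.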
GLP-1R inv ag: GLP-1 receptor (human) inverse agonism. P43220. HEK293 GLP-1R CRE-luciferase, luminescence, 24 h; GLP-1R form is constitutively active. Potency, µM (doses to about 38.3 µM), inactives show top-dose activity change, negative = inhibition, hits mostly inhibitors. 410,000 compounds, 1.6% hits; further: potency means the concentration at half of the fitted maximal effect; on the % scale 0 is the no-effect control and ±100 the full control effect; nearly all actives have a fitted effect of over 55% in size
Target sequence (P43220 whole entry, looked up): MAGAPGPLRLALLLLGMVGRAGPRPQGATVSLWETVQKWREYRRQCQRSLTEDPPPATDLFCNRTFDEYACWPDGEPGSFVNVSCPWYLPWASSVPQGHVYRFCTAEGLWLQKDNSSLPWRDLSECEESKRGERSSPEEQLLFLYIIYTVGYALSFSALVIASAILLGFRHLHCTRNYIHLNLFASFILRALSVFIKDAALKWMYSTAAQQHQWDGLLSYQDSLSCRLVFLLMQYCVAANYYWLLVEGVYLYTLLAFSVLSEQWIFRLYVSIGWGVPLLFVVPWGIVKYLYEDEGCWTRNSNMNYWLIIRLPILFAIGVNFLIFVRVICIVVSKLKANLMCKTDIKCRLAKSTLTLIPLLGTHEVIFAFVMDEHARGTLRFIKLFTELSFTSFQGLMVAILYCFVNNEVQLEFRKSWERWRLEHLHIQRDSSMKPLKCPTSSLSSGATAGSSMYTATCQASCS
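Inverse agonists were sought by their lowering of basal cAMP reporter luciferase output in HEK293 cells stably carrying constitutively active human GLP-1R, after 24 h compound treatment.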
Abeta yeast res: restores growth of yeast expressing A-beta42 peptide; yeast expressing A-beta42, growth rescue, OD600, 48 h; response scale: 0% DMSO, 100% iron-clioquinol control; Potency, µM (doses to about 46.1 µM), for inactives: at the highest dose growth rescue, hits mostly activators; 410,000 compounds, 0.063% hits; AID 1347071; further: potency means the concentration at half of the fitted maximal effect; nearly all actives have a fitted effect of over 55% in size
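Growth rescue measured by 600 nm absorbance after 48 h yeast culture at 30 C with compound. Values normalized between DMSO and an equimolar ferric chloride plus clioquinol control.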
pAkt inh: inhibitors of Akt phosphorylation; 360,000 compounds, 0.32% hits; activity change, % for hits at 50 µM; Neuro2A IGF-stimulated pAkt S473 HTRF, 20 min; hits give low values; in the data active means activity change below about -80%; inconclusive means mostly about -51% to -80%; further: on the % scale 0 is the no-effect control and ±100 the full control effect
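Single-point screen (50 µM final compound) in Neuro2A cells stimulated 20 min with 6 nM IGF at 37 deg C. After lysis, Ser473-phosphorylated Akt read by HTRF (ex 330 nm, em 615/665 nm) as the 665/615 ratio.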
GLP1R ag: agonists of human GLP-1 receptor; P43220; HEK293 GLP-1R CRE-luciferase, luminescence, 4-6 h; cells express a hypersensitive GLP-1R form; Potency, µM (titrated, usually from 45.6 µM), for inactives: at the top dose activation, most hits filed as activators; 380,000 compounds, 0.007% hits; AID 624172; further: potency means the concentration at half of the fitted maximal effect; % of control where 0% means no effect
TDP-43 yeast inh: TDP-43 toxicity inhibition in yeast; Potency, µM (top dose mostly 46.1 µM), without a hit: top-dose growth rescue (activation), hits mostly activators; TDP-43 expressing yeast growth rescue, BacTiter-Glo, 24 h; 410,000 compounds, 1.8% hits; further: potency means the concentration at half of the fitted maximal effect; % of control where 0% means no effect; nearly all actives have a fitted effect of over 50% in size
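Yeast cells expressing TDP-43 under galactose induction are exposed to compounds for 24 hr at 30 deg C. BacTiter-Glo luminescence measures growth, so protective compounds score as activators.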
DRD3 antagonist: D3 dopamine receptor (human) antagonism | 360,000 compounds, 2.5% hits | D3R cells, DiscoveRx beta-arrestin luminescence, antagonist mode; hits give low values | max response, negative = inhibition, %; in the data active means max response below about -50%; inconclusive means no clear call, values can overlap the other calls; further: on the % scale 0 is the no-effect control and ±100 the full control effect; mostly tested at two doses, the higher about 12 µM
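Cells expressing the human receptor were seeded at 1500 cells/well, incubated overnight at 37 degrees C in 5% CO2, then exposed to library compounds with dopamine controls for 90 minutes at 37 degrees C before luminescent detection.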
aSyn rescue: rescues yeast growth from alpha-synuclein toxicity. AID 652106. Yeast expressing alpha-synuclein, growth rescue, BacTiter-Glo, 24 h. 370,000 compounds, 0.14% hits. Potency, µM (series often up to 46.1 µM), without a hit: at the top dose growth rescue (activation), most hits filed as activators; further: potency means the concentration at half of the fitted maximal effect; % of control where 0% means no effect; nearly all actives have a fitted effect of over 65% in size
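Screening used galactose-induced yeast with toxic alpha-synuclein levels, exposed to compound for 24 hr at 30 deg C. Cell growth, read with BacTiter-Glo luminescence, gave the measured signal.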
FUS yeast rescue: suppressors of FUS proteinopathy in yeast | Potency, µM (series often up to 76.6 µM), for the others: at the top dose growth rescue (activation), most hits filed as activators | AID 1347120 | S. cerevisiae FUS-expressing, growth rescue, OD600, 24 h | 390,000 compounds, 0.24% hits;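 further: potency means the concentration at half of the fitted maximal effect; plate controls were DMSO vehicle for no effect and reference control for full effect; nearly all actives have a fitted effect of over 55% in size; some results filed as inactive show a strong effect at the top dose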
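Steps: raffinose overnight preculture; dilution to OD 0.005 in 2% galactose minimal medium; compound addition (concentration series); 24hr at 30C, 99% humidity; absorbance read at 600 nm.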
* hit, by the source's call; i = inactive; ? = inconclusive; nt = not tested or not shown; & = joins results of further samples; [ ] = another dose, or the depositor's remark. Unless noted, the call rests on the fitted dose curve; in most records, active means well fitted curve in the direction sought with a large enough effect; inconclusive means small, poorly fitted or top-dose-only effect, or another doubt; inactive means no such curve, though single readings can be large; an effect the other way counts as inactive or inconclusive.

Compound | PTHR1 ag | GLP-1R inv ag | GLP1R ag | aSyn rescue | TDP-43 yeast inh | FUS yeast rescue | Abeta yeast res | DRD3 antagonist | pAkt inh
Cc1ccc([N+](=O)[O-])cc1S(=O)(=O)Nc1cccc(-c2ccc(N3CCOCC3)nn2)c1 | -4% | 1% | 4% | -3% | -29% | -35% | 3% | -2 | i
Cc1ccccc1C(=O)N1CCC(C(=O)Nc2cccc(S(=O)(=O)N3CCCCC3)c2)CC1 | -85%[inhibitor] | ? | -2% | -5%[1.84 µM] | -21% | ? | -3% | -5 | i
COC(=O)c1ccc(CNC(=O)COC(=O)c2cccs2)cc1 | i | 12% | 9% | -1% | 24% | nt | 12% | 3 | i
Cc1cccc2cc(CNC3CCCC3)c(Cl)nc12 | i | ? | -1% | -3% | -11% | -11% | 2% | -18 | i
CCN(C(=O)CSc1n[nH]c(-c2ccc(OC)cc2)n1)c1c(N)n(Cc2ccccc2)c(=O)[nH]c1=O | -9% | -3% | 4% | -3% | 10% | nt | 1% | 14 | i
COc1ccc(/C(C)=N/NC(=O)CN(c2ccc(OC)cc2)S(=O)(=O)c2ccccc2)cc1 | -1% | 7% | 3% | -9% | 3% | -15% | -20% | 11 | i
COc1cc(CN2CCCN(C)CC2)c([N+](=O)[O-])cc1OC | i | -30% | -7% | 1% | -10% | -9% | 1% | 21 | i
COCCNC(=O)CN1C(=O)c2cccnc2Oc2ccc(Cl)cc21 | i | 6% | nt | nt | 14% | 13% | -2% | nt | nt
COc1cc(OC)c(C(=O)Nc2cc(Cl)ccc2-n2cncn2)cc1OC | i | 4% | 5% | -1% | 7% | 10% | -10% | 8 | i
CC(NC(=O)c1ccc(OC2CCN(S(=O)(=O)N(C)C)CC2)cc1)C1CC1 (configuration not stated) | i | 13% | 6% | 6% | 10% | -20% | -8% | 13 | i
COc1cc(/C=N\NC(=O)CN2CCOCC2)ccc1OCC(=O)Nc1ccc(C)c(C)c1 | i | 14% | 21% | 11% | 19% | 8% | -2% | 12 | i
COc1cc2c(cc1OC)/C(=C/C(=O)N1CCOCC1)NC(C)(C)C2 | -5% | 142%[activator] | ? | 0% | -7% | -34% | -9%[9.22 µM] | 0 | i
COc1ccc([N+](=O)[O-])cc1NC(=O)COC(=O)C12CC3CC(CC(O)(C3)C1)C2 | i | 7% | 5% | -1% | 13% | -11% | -11% | 18 | i
O=C(c1ccccc1)c1ccc(OCC(O)CN2CCCCC2)cc1 (configuration not stated) | -3%[57.5 µM] | ? | -11% | -7% | 0% | 2% | 13% | -67* | i
CCC(c1nnnn1CCc1ccccc1)N1CCN(c2ccc(OC)cc2)CC1 (configuration not stated) | -13%[57.5 µM] | 7% | -16% | 1% | -5% | -4% | ? | -17 | i
O=C(/C=C/c1ccc(Cl)cc1)NCCCn1ccnc1 | -12% | -4% | -2% | ? | 10% | -22% | -4% | 0 | i
Oc1ccccc1N1CCN(CC(O)COCc2ccccc2Cl)CC1 (configuration not stated) | -19% | ? | 13% | -5% | -11% | -17% | -6% | -53* | i
S=C(Nc1ccc(Br)cc1Cl)NC1CCN(Cc2ccccc2)CC1 | -19% | ? | 4% | 9% | -18%[9.22 µM] | 17% | -5% | ? | i
CCn1c(=O)c(C(=O)CN(C)Cc2cccc(OC)c2OC)c(N)n(Cc2ccccc2)c1=O | -3% | ? | -18% | -8% | -23% | 5% | -3% | -2 | i
Cc1ccc(Cl)cc1N1CCN(C(=O)CCCn2c(=O)[nH]c3ccc(Br)cc3c2=O)CC1 | -82%[inhibitor] | 4% | -2% | nt | 13% | ? | -13% | nt | nt
O=C(CC[C@H]1O[C@@H](n2cnc3c(NC(=O)c4ccccc4)ncnc32)[C@H](O)[C@@H]1O)NCc1ccco1 | -18% | 13% | -6% | -8% | 24% | -27% | -8% | 0 | i
CC(NC(=O)c1noc2c1CCCCC2)c1ccccc1 (configuration not stated) | -28% | ? | 15% | -15% | 0% | -7% | -28% | -4 | i
CCCCc1c(C)nc2ccc(C(=O)OCC)cc2c1Cl | i | 17% | 10% | -23% | 14% | -16% | -6% | 3 | i
COCCSc1nnc(-c2cccc(C#N)c2)n1C | 7% | 8% | 3% | -4% | -10% | 10% | -13% | -19 | i
Cc1ccc([N+](=O)[O-])cc1S(=O)(=O)n1ccnc1C | -21% | -24% | 0% | 9% | 22% | -15% | -9% | -13 | i
CC1CCCN(C(=O)Cn2c(=O)oc3cc(S(=O)(=O)N4CCCCC4)ccc32)C1 (configuration not stated) | -12% | -5%&11% | 0% | -6% | 24%&14% | -2%&12% | -10%&-8% | -2 | i
CCCCn1c(C2CC(=O)N(c3ccc(OCC)cc3)C2)nc2ccccc21 (configuration not stated) | -14% | -30% | nt | nt | 17% | 11% | -19% | nt | nt
Cc1ccc(S(=O)(=O)CCC(=O)OC(C)c2nnc(-c3cccs3)o2)cc1 (configuration not stated) | i | -12% | -6% | 4% | 0% | nt | 9% | 0 | i
CC1(C(=O)NCc2ccccc2)CN(S(C)(=O)=O)CC(=O)N1CC(F)(F)F (configuration not stated) | i | 0% | nt | -5% | 13% | 0% | -13% | 17 | i
Cc1nnc(SCc2ccc(Cl)cc2Cl)[nH]c1=O | -18% | 43%[activator] | 0% | 3% | 23% | 17% | 4% | 10 | i
Cc1cc(NC(=O)c2cccc([N+](=O)[O-])c2)n(-c2ccccc2)n1 | -4% | -17% | 17% | 3% | -14% | nt | -5% | 3 | i
COc1ccccc1NC(=O)N(Cc1ccco1)C1CCN(C(C)=O)CC1 | 30% | 5% | nt | nt | 6% | -14% | -2% | nt | nt
COc1ccc(-c2c(-c3cccc(C)c3)oc3ccc(-c4ccc5c(c4)OCO5)cc23)cn1 | i | 18% | 0% | 0% | 10% | -7% | -2% | 4 | i
COc1ccc(OC)c(CN2CCN(C(=O)c3cc(S(=O)(=O)Nc4ccccc4OC)ccc3C)CC2)c1 | i | ? | 6% | 0% | -19% | 12% | -13% | 18 | i
CCO[C@@H]1OC(C(=O)N2CCCCCCC2)=C[C@H](C2CCCCC2)[C@H]1CCCO | i | ? | 17% | 7% | 15% | 14% | -3% | -16 | i
CCC(c1nnnn1-c1ccc2c(c1)OCCO2)N1CCN(C)CC1 (configuration not stated) | -1% | 6% | 6% | ? | 23% | -18% | 17% | 3 | i
O=C(Nn1cnc2ccccc2c1=O)c1ccccc1F | i | 29% | 2% | -1% | -4% | 1% | -14% | -21 | i
CC(C)Oc1ccc(CCC(=O)NNC(=S)NCc2ccccc2)cc1 | i | 18% | 1% | 1% | 9% | -35% | 7% | -15 | i
CC1(C)CC(=O)C2=C(C1)NC(Nc1nc3ccccc3o1)=NC21CCCC1 | i | 4% | -12% | -1% | -6% | 10% | 1% | -6 | nt
CCOC(=O)Cn1nc(/C=C/c2ccc(OC)cc2)ccc1=O | i | 0% | 4% | -1% | ? | nt | 1% | 0 | i
COc1cc(/C=c2\s/c(=C\C(=O)C(C)(C)C)[nH]c2=O)cc(OC)c1OC | i | ? | 23% | 6% | 15% | 6% | -1% | 36 | i
NS(=O)(=O)c1cccc(NC(=S)NCc2ccc3c(c2)OCO3)c1 | i | 0% | 1% | -2% | 1% | 21% | -20% | -8 | i
COc1cccc(C(=O)/C=C/Nc2ccc(S(=O)(=O)Nc3cccc(C(C)=O)c3)cc2)c1 | -8% | ? | -9% | 5% | 18% | 22% | 7% | 9 | i
O=C(NCc1cccnc1)c1cc(C2CCCCN2S(=O)(=O)c2cccs2)on1 (configuration not stated) | 10% | 13% | -8% | -18% | -12% | -11% | -9% | ? | i
COc1ccccc1NC(=O)CSc1nc2n[nH]c(C)c2c(=N)n1-c1ccccc1Cl | -19%[57.5 µM] | 0% | 3% | 12% | -17% | ? | -3% | 55 | i
C[C@@H]1C[C@H](O)c2cc(Cl)ccc2N1 | -9%[57.5 µM] | -7% | -13% | 1% | -5% | -24% | 5% | 7 | i
CCOC(=O)c1c(NC(=O)c2nn(CC)cc2Br)sc(C)c1C | -15%[57.5 µM] | 4% | 1% | -24% | -7% | 3% | 9% | 30 | i
Clc1ccccc1-c1nc2ccccc2c2nncn12 | i | 13% | 3% | -3% | 40µM* | -4% | -4% | ? | i
COc1cccc(C(=O)CC2(O)C(=O)Nc3ccc(Cl)cc32)c1 (configuration not stated) | i | -5% | nt | nt | 14% | -5% | 1% | nt | nt
C#CCOCCOCCOCCNc1nc(N2CCN(C(=O)C(Cc3cc4ccccc4[nH]3)n3cc(C(N)Cc4ccc(O)cc4)nn3)CC2)nc(N2CCN(C(=O)C(Cc3cc4ccccc4[nH]3)n3cc(C(N)Cc4ccc(O)cc4)nn3)CC2)n1 (configuration not stated) | i | 0% | -1% | -43%[inhibitor] | 0% | 45% | -19% | -7 | i
Cc1ccnc(NC(=O)c2cccc(NC(=O)COc3ccccc3)c2)c1 | -26%[57.5 µM] | 5% | -1% | 2% | -4% | 6% | 7% | -17 | i
COc1ccc(-c2c3c(=O)n(C)c(=O)n(C)c3c3c(-c4ccc(C)cc4)nc4ccccc4n23)cc1 | i | -7% | nt | nt | 27% | 3% | 0% | nt | nt
Nn1c(-c2ccccc2)nc2cc(Cl)ccc2c1=O | -10% | -15% | 10% | -1% | 6% | 7% | -13% | -12 | i

This is a subset, so the mix of outcomes need not match the whole.
